Screens from PubChem.
LMPTP inh – LMPTP (human) inhibition; actives 0.22% (n = 360,000); P24666; recombinant LMPTP-A, OMFP fluorogenic substrate, fluorescence intensity; AID 651560; inhibition, % at 20 µM;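 active = compounds that cut the enzyme signal by at least half of the control window in the single-dose screen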;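 note: plate controls were DMSO wells with enzyme plus substrate for no effect and substrate without enzyme for full effect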
Target sequence (P24666 whole entry, looked up): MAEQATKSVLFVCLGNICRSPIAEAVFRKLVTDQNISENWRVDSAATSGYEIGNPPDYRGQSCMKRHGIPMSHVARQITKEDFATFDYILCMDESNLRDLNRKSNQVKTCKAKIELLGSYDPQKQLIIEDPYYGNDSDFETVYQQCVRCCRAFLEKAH
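Test system: LMPTP-A phosphatase enzyme; input: 0.625 nM LMPTP-A final; reagent: OMFP substrate, 400 µM final; compound dosing: 20 µM single dose, 3% DMSO; incubation: 50 min dark incubation at room temperature; measured by: endpoint fluorescence intensity from OMFP dephosphorylation; measure: % inhibition relative to no-enzyme and uninhibited control wells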
Rpn11 inh – Rpn11 (human) deubiquitinase inhibition; AID 588493; actives 0.59% (n = 360,000); calls only at 20 µM; human 26S proteasome, Ub4-pepOG fluorescence polarization; 20S core pre-blocked with epoxomicin;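 active = inhibition at 20 µM, scaled to each plate's controls, above about 33%, limit read from the data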
MLLE-PAM2 inh – inhibitors of microRNA-mediated deadenylation, human PABP1 MLLE binding | P11940 | GST-MLLE / FITC-PAM2 fluorescence polarization | inhibition, % at 20 µM | actives 0.36% (n = 360,000); in the data active = inhibition above about 35%, passing the limit was not always enough;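 note: plate controls were DMSO wells with GST-MLLE for no effect and wells lacking GST-MLLE protein for full effect; some results filed as inactive read as strong as hits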
Target sequence (P11940 whole entry, looked up): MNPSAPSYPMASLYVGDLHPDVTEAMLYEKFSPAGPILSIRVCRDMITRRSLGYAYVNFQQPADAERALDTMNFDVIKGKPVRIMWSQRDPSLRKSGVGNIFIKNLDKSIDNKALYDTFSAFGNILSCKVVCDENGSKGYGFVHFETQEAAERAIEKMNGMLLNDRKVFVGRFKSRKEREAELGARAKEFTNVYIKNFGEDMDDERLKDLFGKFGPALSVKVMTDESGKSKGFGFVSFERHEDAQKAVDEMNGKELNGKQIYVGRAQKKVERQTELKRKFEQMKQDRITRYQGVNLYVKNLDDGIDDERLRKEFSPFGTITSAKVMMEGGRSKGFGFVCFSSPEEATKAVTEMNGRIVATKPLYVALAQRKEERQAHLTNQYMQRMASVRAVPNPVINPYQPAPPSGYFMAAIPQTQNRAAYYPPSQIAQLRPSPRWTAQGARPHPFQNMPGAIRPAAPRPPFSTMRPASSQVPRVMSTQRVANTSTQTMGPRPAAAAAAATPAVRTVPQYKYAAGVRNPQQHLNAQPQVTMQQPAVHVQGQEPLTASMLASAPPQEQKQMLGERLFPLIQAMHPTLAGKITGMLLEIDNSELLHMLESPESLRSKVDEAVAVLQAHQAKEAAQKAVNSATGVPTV
STEP inh – STEP (human) phosphatase inhibition; recombinant STEP, OMFP fluorogenic substrate, fluorescence; inhibition, % at 20 µM; actives 0.25% (n = 360,000); AID 588621;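 active = inhibition at 20 µM, scaled per plate between control wells, above about 37%, limit read from the data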;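 note: 0% = DMSO with enzyme and substrate and 100% = substrate only without enzyme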
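Also added – OMFP at 25 µM · Test system – STEP tyrosine phosphatase · Technique – FITC-channel fluorescence of OMFP product · Schedule – 20 min at room temperature, dark · Evaluation – control-normalized % inhibition with plate pattern correction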
SUMO1 PPI mod – modulators of human SUMO1-mediated protein-protein interactions. AID 602429. actives 0.33% (n = 360,000). P63165. inhibition, % at 20 µM. SUMO1 binding to a labelled peptide, TR-FRET, 1 h; in the data active = inhibition above about 37%
CSN inh – blocks human CSN-mediated cullin deneddylation; Q92905; Purified CSN, SCF-Nedd8-OG deneddylation, fluorescence polarization; inhibition, % at 12.5 µM; actives 0.38% (n = 360,000); AID 651999;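 active = pattern-corrected inhibition above about 35%, with an unprinted fluorescence ratio check between 0.5 and 1.5, limit read from the data, passing the limit was not always enough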;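 note: 0% = enzyme with substrate and 100% = substrate without enzyme; some results filed as inactive read as strong as hits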
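Detection – fluorescence polarization · System – HEK293T-derived human Csn5 enzyme · Controls – substrate-only high control, full reaction low control · Timing – 90 min, room temperature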
NadD inh – blocks S. aureus nicotinate mononucleotide adenylyltransferase | purified NadD enzyme, colorimetric absorbance read-out | inhibition, % at 20 µM | actives 0.78% (n = 360,000) | AID 602399; in the data active = inhibition above about 26%; note: some compounds past the cut are filed as inactive
DNMT1 inh – DNMT1 (human) enzyme inhibition; DNMT1 molecular beacon, Hinp1I cleavage, fluorescence; inhibition (reported as % activation of signal), % at 10 µM; actives 0.83% (n = 360,000); in the data active = inhibition above about 50%
Scp-1 inhibitor – Scp-1 (human) phosphatase inhibition; Q9GZU7; Recombinant Scp1, phosphopeptide, malachite green phosphate absorbance; inhibition, % at 20 µM; actives 0.88% (n = 340,000); AID 493091;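 active = inhibition above about 50% at 20 µM, limit read from the data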;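 note: plate controls were DMSO wells with enzyme for no effect and wells lacking enzyme for full effect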
Target sequence (Q9GZU7 76-261 limits assumed): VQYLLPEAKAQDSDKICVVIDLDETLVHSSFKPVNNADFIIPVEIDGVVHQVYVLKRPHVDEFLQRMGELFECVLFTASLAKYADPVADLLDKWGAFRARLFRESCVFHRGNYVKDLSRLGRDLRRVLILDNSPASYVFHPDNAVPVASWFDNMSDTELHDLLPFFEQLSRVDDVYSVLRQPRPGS
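Assay system: SCP-1 catalytic fragment, aa 76-261 | Buffer or medium: Tris acetate buffer pH 5.5 with MgCl2 and Tween-20 | Compound: One concentration, 20 µM, with 1.0% DMSO | Also added: Phospho 17-mer peptide substrate | Signal: Absorbance at 630 nm | Incubation: 45 min enzyme reaction at room temperature | Measure: % inhibition of SCP-1 phosphate liberation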
TbMetRS inhib – blocks T. brucei methionyl-tRNA synthetase activity | purified T. brucei MetRS, ATP depletion, Kinase-Glo luminescence | inhibition, % at 11.9 µM | actives 0.4% (n = 360,000) | AID 624268;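 active = inhibition above a per-plate cutoff of the control wells' mean inhibition plus 3 SD, cut at about 5.5% in these data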;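 note: 0% = DMSO wells median and 100% = median of wells with control inhibitor compound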
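assay system = parasite MetRS enzyme | timing = 15 min preincubation, 2 h reaction, all 25 °C | evaluation = percent inhibition relative to median high and low control wells | medium = HEPES buffer containing pyrophosphatase, BSA, spermine, DTT | compound = single dose, 11.9 µM final nominal, 0.9% final DMSO | detection = Kinase-Glo luminescence, ATP depletion format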
The depositor's hits bear a star; i = inactive; . = no result given. Not a hit list. Share with any hit: about 3.6%.

SMILES	LMPTP inh	Rpn11 inh	MLLE-PAM2 inh	STEP inh	SUMO1 PPI mod	CSN inh	NadD inh	DNMT1 inh	Scp-1 inhibitor	TbMetRS inhib
O=C(O)C1CCCCC1C(=O)Nc1nccs1 (stereo not drawn)	-0.1	i	9	2	1	5	2	-1	-8	-0.8
CC(C)Cc1nnc(NC(=O)CCC(=O)N2CCC(C)CC2)s1	-0.6	i	10	2	2	0	-2	2	-11	-0.1
O=C(NCCCN1CCOCC1)c1cc(-c2ccc(Br)cc2)on1	0.3	i	1	-4	1	0	-4	-1	-3	0.7
Cc1cccc(C)c1NC(=O)C1(C)CSCC(=O)N1CCCN1CCOCC1 (stereo not drawn)	-3.0	.	.	.	-2	-5	.	.	.	-0.9
CSc1nsc(SCc2cnc(C)nc2N)n1	5.7	i	-77	0	-2	2	-4	-4	-3	-1.3
C[C@@H]1CN([C@H](C)CO)C(=O)c2cc(Br)cnc2O[C@@H]1CN(C)C(=O)c1cccc(F)c1	-3.2	i	2	3	-1	-3	-3	4	.	0.3
Cc1ccc2c(C)c(C(=O)N(Cc3cccs3)C3CCS(=O)(=O)C3)oc2c1 (stereo not drawn)	1.1	i	-6	9	1	1	-5	0	-7	-0.8
CCOc1ccccc1-n1c(SCC(N)=O)nc2ccccc2c1=O	-0.2	i	-6	0	-2	0	-7	2	17	-1.3
O=C1N(c2ccccc2C(F)(F)F)O[C@@]1(c1ccccc1)C1CCCC1	0.9	i	2	2	2	5	-2	1	0	-0.1
Cc1ccc(C(NC(=O)N2CC(C)OC(C)C2)C(Cl)Cl)cc1F (stereo not drawn)	0.4	i	-7	-2	-2	-6	9	-7	-8	-0.1
O=C(Nc1nnc(-c2ccc(F)cc2)o1)c1ccco1	-0.4	i	21	0	13	-1	5	-2	-12	-0.3
O=C(Nc1ccc(N2CCOCC2)cc1)C1CC(O)CN1S(=O)(=O)c1ccc(Cl)cc1 (stereo not drawn)	0.4	i	-20	0	-1	1	0	-3	5	-1.1
CCOC(=O)C1=C(C)N=c2s/c(=C\c3cccn3C)c(=O)n2C1c1cccc(OC)c1OC (stereo not drawn)	7.1	.	-150	2	-20	46*	8	-8	0	-0.1
COCCN1CCN(c2c(C)c(C)nc3cc(-c4cccc(OC)c4)nn23)CC1	0.3	i	-2	0	-2	4	-8	-3	4	-0.1
CCOc1nc(SCCOc2ccccc2)nc(N(C)C)n1	2.8	i	9	3	1	1	-2	-4	0	-1.2
CCOC(=O)COc1ccc(Cl)cc1C1NC(=O)NC(C)=C1C(C)=O (stereo not drawn)	0.6	i	-2	0	1	2	-3	1	-3	-1.8
CCCOc1ccc(C(=O)OCC(=O)NCCc2ccc(OCC)c(OCC)c2)cc1OC	0.7	i	0	2	2	4	1	0	-4	0.9
COc1cc(C(=O)NC(C)C2CC3CCC2C3)ccc1OC(F)F (stereo not drawn)	0.1	i	-4	-2	-18	-6	-5	-1	0	-0.6
CC(C)CNC(=O)c1cccc(NC(=O)CSc2ccccc2)c1	-1.6	i	22	4	2	-1	2	7	43	0.2
CCCCN=C1NN=C(c2cccc([N+](=O)[O-])c2)CS1	0.3	i	-28	1	-16	3	-5	-11	4	-0.4
CCc1cc2c(SCC(=O)NC3CCS(=O)(=O)C3)ncnc2s1 (stereo not drawn)	-0.2	i	-8	-2	0	-6	0	7	4	-1.3
CC(=O)c1cc(C(=O)N2CCCC(CCC(=O)N(C)CCc3ccccn3)C2)cs1 (stereo not drawn)	-0.1	i	4	0	1	0	7	-2	-5	-0.5
CCn1cc(-c2cc(C(=O)O)on2)c(C)n1	-0.3	i	-3	-1	0	-9	-1	0	-2	-0.8
CC(=O)c1c(C)[nH]c(C(=O)OCC(=O)Nc2ccc(Cl)cc2[N+](=O)[O-])c1C	-0.3	i	-20	10	-24	-1	-9	-1	-7	-0.5
COc1cccc(C(=O)/C=C/Nc2ccc(S(=O)(=O)Nc3ccc(C(C)=O)cc3)cc2)c1	2.9	i	-15	2	4	-3	9	-14	-6	-0.1
CN(C)c1ncnc2c1ncn2C1OC(CO)C(O)C1O (stereo not drawn)	-1.6	i	-4	-2	0	0	-3	1	-2	-0.6
CSc1ccccc1C(=O)NC1CC2CCC1C2 (stereo not drawn)	-1.1	i	0	-1	3	3	3	3	-14	-0.3
Cc1ccc(CCNC(=O)C2CCN(C(=O)c3sccc3-n3cccc3)CC2)cc1	-1.4	i	-1	2	-3	-3	3	-1	-1	-0.5
COc1ccc2[nH]c(=O)c(CNc3ccccc3C)cc2c1	-0.1	i	20	0	-19	-3	0	-3	3	-0.1
O=C(Nc1nnc(-c2ccccc2)o1)NC1CCCCC1	0.0	i	-9	0	2	1	0	-2	-1	-0.1
CCCCCn1ccc(=O)c2c(C(F)(F)F)nccc21	-2.3	i	8	1	1	1	2	-4	-6	-0.5
O=C(NCC(c1cccs1)N1CCOCC1)c1cn(-c2ccccc2)nc1-c1ccc(F)cc1 (stereo not drawn)	1.7	i	-6	-1	-1	4	-5	1	-7	-0.5
CC1CC(=O)c2cnc(NCC3CCCO3)nc2C1 (stereo not drawn)	-2.6	i	21	0	0	0	-4	-3	-5	-1.8
COc1ccccc1N1CCN(S(=O)(=O)CCNC(=O)c2cccs2)CC1	-0.2	i	16	-3	-3	-3	-1	2	.	-0.4
CCc1noc(C)c1C(=O)OCC(=O)Nc1ccccc1SC	-1.9	i	8	2	-1	-5	2	2	-8	-0.3
COc1cccc(N2C(=O)C(CC(=O)Nc3ccc(F)cc3)N(C3CCCCC3)C2=O)c1 (stereo not drawn)	-0.3	i	-14	-3	-3	2	-3	-5	-2	1.6
COc1ccc(S(=O)(=O)Nc2ccc(F)c(F)c2)cc1Cl	0.1	i	-5	-3	-3	2	-6	3	-7	-0.3
C[C@H](CO)N1C[C@H](C)[C@@H](CN(C)C(=O)Nc2ccc(C(F)(F)F)cc2)Oc2c(cccc2N(C)C)C1=O	0.6	i	13	-1	4	2	-1	2	22	-0.2
Cc1ccc(S(=O)(=O)N2CCN(C(=O)N3CCOCC3)CC2)cc1C	-0.4	i	-2	2	0	4	-4	3	-12	-0.3
C/C=C/C(=O)OCC(=O)Nc1cc([N+](=O)[O-])ccc1Cl	0.1	i	-7	1	-16	-18	-5	3	-2	-0.8

CSN inh, entries above that show a hit
| Compound | LMPTP inh | Rpn11 inh | MLLE-PAM2 inh | SUMO1 PPI mod | CSN inh | NadD inh | DNMT1 inh | Scp-1 inhibitor | TbMetRS inhib |
| --- | --- | --- | --- | --- | --- | --- | --- | --- | --- |
| CCOC(=O)C1=C(C)N=c2s/c(=C\c3cccn3C)c(=O)n2C1c1cccc(OC)c1OC (stereo not drawn) | 7.1 | . | -150 | -20 | 46* | 8 | -8 | 0 | -0.1 |

New compounds follow:
SMILES	LMPTP inh	Rpn11 inh	MLLE-PAM2 inh	STEP inh	SUMO1 PPI mod	CSN inh	NadD inh	DNMT1 inh	Scp-1 inhibitor	TbMetRS inhib
CCN(CC(=O)NCc1ccc(F)cc1)C(=O)/C=C/c1ccc(OC)cc1	-0.3	i	1	-1	20	-4	-1	-1	-4	0.0
O=C(O)CCCCCNS(=O)(=O)c1cccc2c1C(=O)c1ccccc1C2=O	-0.9	i	33	-2	2	4	-6	9	3	2.0
CS(=O)(=O)c1ccc2nc(NC(=O)c3cccc([N+](=O)[O-])c3)sc2c1	0.8	i	-2	-1	-15	-2	0	2	-10	-0.6
Cc1cc(/C=C2\C(=O)NN(c3ccccc3)C2=O)c(C)n1-c1ccccc1O	-0.2	i	-2	2	-7	-1	8	0	-6	0.0

Laid out differently: results already given
Structure | LMPTP inh | Rpn11 inh | MLLE-PAM2 inh | STEP inh | SUMO1 PPI mod | CSN inh | NadD inh | DNMT1 inh | Scp-1 inhibitor | TbMetRS inhib
COc1ccccc1N1CCN(S(=O)(=O)CCNC(=O)c2cccs2)CC1 | -0.2 | i | 16 | -3 | -3 | -3 | -1 | 2 | . | -0.4
CCc1noc(C)c1C(=O)OCC(=O)Nc1ccccc1SC | -1.9 | i | 8 | 2 | -1 | -5 | 2 | 2 | -8 | -0.3
COc1cccc(N2C(=O)C(CC(=O)Nc3ccc(F)cc3)N(C3CCCCC3)C2=O)c1 (stereo not drawn) | -0.3 | i | -14 | -3 | -3 | 2 | -3 | -5 | -2 | 1.6
COc1ccc(S(=O)(=O)Nc2ccc(F)c(F)c2)cc1Cl | 0.1 | i | -5 | -3 | -3 | 2 | -6 | 3 | -7 | -0.3
C[C@H](CO)N1C[C@H](C)[C@@H](CN(C)C(=O)Nc2ccc(C(F)(F)F)cc2)Oc2c(cccc2N(C)C)C1=O | 0.6 | i | 13 | -1 | 4 | 2 | -1 | 2 | 22 | -0.2
Cc1ccc(S(=O)(=O)N2CCN(C(=O)N3CCOCC3)CC2)cc1C | -0.4 | i | -2 | 2 | 0 | 4 | -4 | 3 | -12 | -0.3
C/C=C/C(=O)OCC(=O)Nc1cc([N+](=O)[O-])ccc1Cl | 0.1 | i | -7 | 1 | -16 | -18 | -5 | 3 | -2 | -0.8
CCN(CC(=O)NCc1ccc(F)cc1)C(=O)/C=C/c1ccc(OC)cc1 | -0.3 | i | 1 | -1 | 20 | -4 | -1 | -1 | -4 | 0.0
O=C(O)CCCCCNS(=O)(=O)c1cccc2c1C(=O)c1ccccc1C2=O | -0.9 | i | 33 | -2 | 2 | 4 | -6 | 9 | 3 | 2.0
CS(=O)(=O)c1ccc2nc(NC(=O)c3cccc([N+](=O)[O-])c3)sc2c1 | 0.8 | i | -2 | -1 | -15 | -2 | 0 | 2 | -10 | -0.6
Cc1cc(/C=C2\C(=O)NN(c3ccccc3)C2=O)c(C)n1-c1ccccc1O | -0.2 | i | -2 | 2 | -7 | -1 | 8 | 0 | -6 | 0.0
